Screening results deposited in PubChem BioAssay by several laboratories.
SUMO1-SIM PPI: modulators of human SUMO1-mediated protein-protein interactions | P63165 | SUMO1 binding to a labelled peptide, TR-FRET, 1 h | inhibition, % at 20 µM | 360,000 tested, 0.33% active; in the data active means inhibition above about 37%
Target sequence (P63165 whole entry, looked up): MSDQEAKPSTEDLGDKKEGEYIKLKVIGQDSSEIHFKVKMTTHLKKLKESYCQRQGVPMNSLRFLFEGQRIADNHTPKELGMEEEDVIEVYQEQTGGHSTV
Scp1 inh: Scp-1 (human) phosphatase inhibition | Q9GZU7 | Recombinant Scp1, phosphopeptide, malachite green phosphate absorbance | inhibition, % at 20 µM | 340,000 tested, 0.88% active | AID 493091;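 active means inhibition above about 50% at 20 µM, limit read from the data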;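 further: plate controls were DMSO wells with enzyme for no effect and wells lacking enzyme for full effect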
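Test system: SCP-1 phosphatase catalytic domain, residues 76-261; measured by: colorimetric phosphate reagent with accelerator and stabiliser, absorbance at 630 nm; timing: enzyme reaction 45 min at room temperature, colour 5 min, stabilisation 30 min; also added: Phosphorylated 17-residue peptide substrate; compound dosing: one concentration, 20 µM, with 1.0% DMSO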
MsrA act: activates bovine MsrA enzyme; purified bovine MsrA, absorbance read-out; activation, % at 10.6 µM; 360,000 tested, 0.3% active; in the data active means activation above about 7.5%;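 further: 0% = vehicle and 100% = reference activator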
STEP block: inhibitors of human striatal-enriched phosphatase STEP; recombinant STEP, OMFP fluorogenic substrate, fluorescence; inhibition, % at 20 µM; P54829; 360,000 tested, 0.25% active;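 active means inhibition at 20 µM, scaled per plate between control wells, above about 37%, limit read from the data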;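 further: 0% = DMSO with enzyme and substrate and 100% = substrate only without enzyme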
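Assay system: isolated STEP enzyme. Buffer or medium: pH 6.0 Bis-Tris with DTT and Tween 20. Also added: fluorogenic phosphatase substrate OMFP at 25 µM final. Dosing: 20 µM, 1% DMSO. Timing: 20 min reaction, room temperature, in the dark. Measured by: fluorescence intensity, excitation 480 nm, emission 540 nm. Evaluation: normalized % inhibition.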
CendR NRP1 mod: alters CendR peptide binding to human NRP-1 | O14786 | FAM-RPARPAR peptide binding to NRP-1, fluorescence polarization | inhibition, % at 25 µM | 360,000 tested, 0.85% active | AID 602438;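 active means inhibition or corrected inhibition above about 18%, plus a signal ratio from 0.5 to 1.5, limit read from the data, passing the limit was not always enough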; further: strong numbers were not always called active
Target sequence (O14786 whole entry, looked up): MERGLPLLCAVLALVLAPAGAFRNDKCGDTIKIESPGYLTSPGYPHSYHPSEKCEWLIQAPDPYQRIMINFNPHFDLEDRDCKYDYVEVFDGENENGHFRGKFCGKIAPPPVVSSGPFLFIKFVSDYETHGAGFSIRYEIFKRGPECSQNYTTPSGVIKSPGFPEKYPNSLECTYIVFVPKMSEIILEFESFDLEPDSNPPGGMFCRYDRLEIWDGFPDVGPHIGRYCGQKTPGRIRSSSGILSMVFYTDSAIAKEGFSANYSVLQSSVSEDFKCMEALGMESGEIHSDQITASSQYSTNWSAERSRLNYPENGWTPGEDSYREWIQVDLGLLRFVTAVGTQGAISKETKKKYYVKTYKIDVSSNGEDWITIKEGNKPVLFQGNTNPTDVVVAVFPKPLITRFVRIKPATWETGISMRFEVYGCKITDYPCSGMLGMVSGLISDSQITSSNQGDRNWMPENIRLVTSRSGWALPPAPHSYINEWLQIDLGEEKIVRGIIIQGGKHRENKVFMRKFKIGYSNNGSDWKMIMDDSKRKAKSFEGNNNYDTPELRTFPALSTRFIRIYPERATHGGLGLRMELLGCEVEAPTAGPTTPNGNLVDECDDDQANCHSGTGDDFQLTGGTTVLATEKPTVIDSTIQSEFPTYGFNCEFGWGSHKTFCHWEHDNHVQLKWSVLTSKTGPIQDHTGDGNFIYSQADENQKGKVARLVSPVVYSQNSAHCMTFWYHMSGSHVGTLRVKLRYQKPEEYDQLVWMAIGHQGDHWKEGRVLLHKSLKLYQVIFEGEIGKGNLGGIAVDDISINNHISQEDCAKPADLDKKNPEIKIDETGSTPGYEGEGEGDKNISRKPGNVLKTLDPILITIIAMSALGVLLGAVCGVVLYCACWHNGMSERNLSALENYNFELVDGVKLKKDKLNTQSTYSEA
TbMetRS inhib: blocks T. brucei methionyl-tRNA synthetase activity | purified T. brucei MetRS, ATP depletion, Kinase-Glo luminescence | inhibition, % at 11.9 µM | 360,000 tested, 0.4% active;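 active means inhibition above a per-plate cutoff of the control wells' mean inhibition plus 3 SD, cut at about 5.5% in these data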;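 further: 0% = DMSO wells median and 100% = median of wells with control inhibitor compound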
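Test system: purified T. brucei MetRS enzyme. Also added: ATP, methionine and E. coli bulk tRNA substrates. Compound: 11.9 µM single point. Schedule: 15 min enzyme-compound preincubation, 2 h reaction, 10 min detection, 25 °C. Signal: luciferase luminescence of residual ATP, Kinase-Glo. Evaluation: percent inhibition versus plate control medians. Controls: DMSO wells, low control.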
LMPTP inh: LMPTP (human) inhibition. P24666. recombinant LMPTP-A, OMFP fluorogenic substrate, fluorescence intensity. inhibition, % at 20 µM. 360,000 tested, 0.22% active;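 active means compounds that cut the enzyme signal by at least half of the control window in the single-dose screen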;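 further: plate controls were DMSO wells with enzyme plus substrate for no effect and substrate without enzyme for full effect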
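Assay system: LMPTP-A phosphatase enzyme | Input: 0.625 nM enzyme | Also added: Fluorogenic phosphatase substrate OMFP at 400 µM final | Compound dosing: One test concentration per compound, 20 µM, with 3% DMSO overall | Schedule: 50 min enzyme reaction at room temperature, protected from light | Signal: Fluorescence intensity | Benchmarks: no-enzyme and uninhibited controls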
DNMT1 inh: DNMT1 (human) enzyme inhibition. P26358. DNMT1 molecular beacon, Hinp1I cleavage, fluorescence. inhibition (reported as % activation of signal), % at 10 µM. 360,000 tested, 0.83% active; in the data active means inhibition above about 50%
E coli Lon inh: E. coli protease La inhibition; 360,000 tested, 0.42% active; P0A9M0; purified E. coli Lon protease, fluorescence polarization; inhibition, % at 7.94 µM; in the data active means inhibition above about 13%, passing the limit was not always enough;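 further: 0% = enzyme with probe and DMSO and 100% = no enzyme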
MsrA inhibitor: inhibitors of bovine MsrA; 360,000 tested, 0.75% active; purified bovine MsrA, absorbance read-out; AID 651718; inhibition, % at 15.5 µM; in the data active means inhibition above about 4.5%;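 further: 0% = vehicle wells with enzyme and 100% = reference inhibitor wells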
* marks the source's active call; other numbers are inactive results; / = not tested or not shown.

SMILES | SUMO1-SIM PPI | Scp1 inh | MsrA act | STEP block | CendR NRP1 mod | TbMetRS inhib | LMPTP inh | DNMT1 inh | E coli Lon inh | MsrA inhibitor
O=[N+]([O-])c1ccc(NC(=S)N2CCN(c3ccccc3)CC2)cc1 | -9 | 1 | -2 | 1 | -10 | -0.2 | -0.4 | -4 | -9 | 0.1
Cc1ccc(NC(=S)Nc2ccc3cn[nH]c3c2)cc1C | 0 | -2 | -2 | 0 | -6 | -0.2 | -2.3 | -1 | -1 | -1.0
CCOC(=O)C1(C)CCCN(C(=O)c2cccc(C(F)(F)F)c2)C1 (stereo not drawn) | -1 | / | -4 | 1 | -3 | -0.1 | -1.0 | -1 | 6 | 0.8
O=C(CN(CCc1ccccc1)S(=O)(=O)c1ccc(Br)cc1)N/N=C/c1ccc2c(c1)OCO2 | 2 | -2 | -4 | 1 | 10 | 0.4 | 1.8 | 40 | -2 | -0.3
COc1ccc(NC(=O)CSCC(=O)N(C)Cc2ccc3c(c2)OCCO3)cc1 | 6 | -7 | -4 | -2 | -3 | -0.2 | -0.1 | 3 | -5 | -0.4
CCC12C(=O)C(CC)(C(c3ccccc3)=C1c1ccccc1)[C@@H]1C(=O)N(c3ccccc3)C(=O)C12 (stereo partly drawn) | -3 | -13 | 0 | 0 | -2 | -0.5 | 1.3 | 3 | 9 | 0.9
Cc1cc(OCC(=O)N(C(C)C)C(C)C)cc(C)c1Br | 4 | 8 | -3 | -5 | 2 | -1.1 | 1.4 | -2 | -3 | 0.7
Cc1ccc(C(NC(=O)N2CCCCC2)=C(Cl)Cl)cc1F | -2 | -6 | -3 | 0 | 1 | -0.5 | -0.5 | 4 | 1 | 1.2
COc1cc(NC(=O)CCCN2C(=O)NC(C)(C)C2=O)cc(OC)c1 | 10 | -7 | -2 | 1 | 0 | -0.1 | -0.8 | 1 | 1 | 0.8
C=CCc1cccc2cc(NC(C)=O)c(=O)oc12 | -14 | -7 | -3 | -2 | 17 | 0.3 | 0.5 | 0 | 2 | 1.3
CCCC/C(C)=N/NC(=O)Nc1ccccc1 | 0 | -18 | -1 | 1 | 9 | -0.4 | 2.2 | 2 | -2 | -0.8
O=C(C[C@H]1C/C=C\CC[C@H](Cc2ccc(F)cc2)C(=O)OC[C@@H](Cc2c[nH]c3ccccc23)NC1=O)NCCO | 1 | -18 | 2 | 2 | 16 | -0.3 | 5.0 | -7 | 0 | -0.8
O=C(CNc1cccc2ccccc12)N/N=C/c1ccccn1 | -6 | -4 | -3 | -1 | 10 | -0.1 | 3.7 | -52 | 9 | -0.7
Cc1cccc(C(=O)OCC(=O)N2CC(=O)Nc3ccccc32)c1C | 6 | 2 | -12 | -4 | -2 | -0.5 | -0.7 | 3 | -21 | 0.3
O=C(C[n+]1ccccc1)Nc1ccccc1C(=O)O | 1 | -6 | -3 | -1 | 11 | 0.1 | -1.3 | 3 | -1 | -0.3
Nc1c(C(=O)Nc2ccc3c(c2)OCCO3)nnn1Cc1ccccc1Cl | 4 | -9 | -5 | 0 | -2 | -0.6 | 0.6 | 0 | 2 | 1.0
COc1ccccc1/C=C/C=C1\Oc2c(ccc(O)c2CN2CCN(CCO)CC2)C1=O | -25 | -7 | -8 | -2 | 137 | -0.1 | 1.7 | 9 | -157 | 1.9
CC(C)N1CC(=O)N2CSCC2C1=O (stereo not drawn) | -1 | / | -3 | / | -4 | -0.5 | 0.0 | / | -9 | -0.6
CC12CCC(C(=O)N3CCN(c4ncccn4)CC3)(c3nc4ccccc4nc31)C2(C)C (stereo not drawn) | -3 | -9 | -9 | -3 | -3 | -1.9 | -2.0 | 1 | -6 | 2.4
CC(=O)c1ccc(N2Cc3ccccc3C2)cc1 | -11 | 0 | -2 | 1 | 1 | -1.7 | 1.7 | -8 | -7 | 3.2
C=CCSC1=N/C(=C/c2ccsc2)C(=O)N1c1ccccc1 | 0 | -7 | -4 | -1 | -2 | -1.0 | -1.2 | 3 | -6 | 0.2
c1ccc(CNc2ncnc3scc(-c4cccs4)c23)nc1 | -7 | -4 | -2 | 0 | 2 | 0.0 | 0.0 | -2 | 6 | -0.8
O=S1(=O)CCN2C(=N1)SC1=C2CCN(Cc2ccccc2)C1 | 4 | -17 | -4 | -1 | 2 | -1.3 | -0.6 | 1 | -1 | 0.1
COc1cc(CCNC(=O)c2cnn3ccccc23)cc(OC)c1OC | 0 | -13 | -2 | 1 | -3 | -0.2 | 0.5 | 80* | -10 | 0.3
O=C(COc1ccc(S(=O)(=O)N2CCOCC2)cc1Cl)N1CCOCC1 | -3 | -1 | -2 | 1 | 6 | -0.1 | -1.7 | 0 | 0 | -0.2
CSc1ccc(CN2CCN(Cc3ccc([N+](=O)[O-])cc3)CC2)cc1 | -19 | -14 | 0 | 3 | -2 | 1.4 | -0.6 | -1 | -4 | -0.1
COc1ccc(NC(=O)CO/N=C2\CCCc3nonc32)cc1 | 0 | 0 | -4 | 0 | -1 | -0.5 | -1.9 | -4 | -2 | -0.5
COc1cc2c(cc1OC)CN(Cc1ccc(C)cc1)CC2 | 8 | -2 | -2 | -1 | -4 | -0.6 | -1.9 | -3 | 2 | 0.6
COc1ccc(NC(=O)C2CCN(C(=O)[C@@H]3Cc4ccccc4CN3)CC2)cc1 | -4 | -1 | -2 | -3 | 5 | 0.0 | 0.4 | 1 | 1 | -0.3
COc1cc(C)c(Cl)cc1S(=O)(=O)NCc1ccccn1 | 5 | -7 | -2 | 2 | -1 | -0.3 | 0.4 | 1 | 4 | 0.1
CC(C)C1C(=O)N(Cc2cn(CC3CCCCC3)nn2)CCS(=O)(=O)N1Cc1ccc(-c2ccccc2)cc1 (stereo not drawn) | 4 | / | -4 | 3 | -1 | -1.0 | 5.5 | -21 | -2 | -0.4
CCCc1cc(=O)[nH]c2nnc(SCC(=O)NC3CCCC3)n12 | 8 | -7 | -2 | -3 | 10 | -0.3 | -1.3 | 1 | -1 | -0.4
O=C(CSCc1ccccc1)Nc1ccc(Cl)cn1 | -1 | 2 | 0 | -2 | 8 | -0.6 | -2.7 | 0 | 6 | /
O=C(c1ccccc1)c1coc2ccc(O)c(Cl)c12 | 2 | -4 | -12 | -1 | 12 | -0.5 | 0.5 | 2 | 1 | -0.2
Brc1ccccc1OCCCn1cnc2ccccc21 | 1 | -8 | -2 | 0 | -6 | -0.5 | 1.2 | 0 | -12 | 0.3
O=C1NCCNC(=O)c2ccccc2OCCOc2ccccc21 | 2 | -6 | -3 | 0 | 11 | -0.8 | 1.6 | 6 | 9 | 0.1
CCOc1cccc(OCCn2cnc3ccccc3c2=O)c1 | -3 | 3 | -10 | -16 | 6 | -1.3 | -1.0 | 0 | -3 | 2.3
O=C(c1ccc2c(=O)n(CCc3ccccc3)c(=O)[nH]c2c1)N1CCN(c2ccc(F)cc2)CC1 | 0 | 1 | -3 | 0 | 5 | -0.1 | 0.5 | -6 | -15 | 0.6
CC(C)(C)n1nnnc1C(c1ccccc1F)N(Cc1ccco1)CC1CCCO1 (stereo not drawn) | 3 | 0 | -6 | -2 | -8 | -0.5 | 0.8 | -2 | -3 | -0.2
CC(CC(=O)N1CCN(c2ccccc2F)CC1)c1ccccc1 (stereo not drawn) | 1 | -5 | -5 | -5 | 1 | -1.2 | -0.1 | 4 | 2 | 1.4
COc1ccc(CNC(=O)Nc2ccccc2)cc1 | -3 | -7 | -6 | -3 | -8 | -0.6 | -1.7 | -5 | 3 | -0.8
COc1ccccc1CCNC(=O)C(C)n1nc(C)c2c(C)n(-c3ccccc3)nc2c1=O (stereo not drawn) | 2 | -9 | -3 | -3 | 11 | -0.2 | -2.9 | 1 | -3 | -0.3
CC1=C2C3OC(=O)C(C)[C@@H]3CC[C@](C)(O)C2C2C3C4C5(C12)[C@H]1OC(=O)[C@@H](C)C1CC[C@]4(C)O[C@]5(C)[C@@H]3O (stereo partly drawn) | 7 | -3 | -1 | -4 | -7 | -0.2 | -1.1 | 5 | 3 | -0.3
CCCNC(=O)C1(C)CCN(C(=O)c2sccc2C)C1 (stereo not drawn) | 2 | / | -2 | 1 | -6 | -0.2 | -2.1 | 3 | 0 | 0.7
NC(=O)CSc1nnc(-c2ccccc2F)n1C1CC1 | 3 | -9 | -2 | 1 | -4 | -0.8 | -0.8 | 0 | 1 | -0.7
CC(=O)Nc1ccc(S(=O)(=O)NCc2ccc(C(=O)NCCN3CCCCCC3)cc2)cc1 | 5 | 3 | -1 | -2 | 8 | -0.4 | 3.1 | 1 | 2 | -0.8
Cc1ccc(C2SCC(=O)N2c2ccccc2)cc1 (stereo not drawn) | 3 | -5 | 0 | 0 | -2 | 0.8 | 0.1 | 5 | 1 | 0.2
CCN(CC)S(=O)(=O)c1ccc(F)c(C(=O)NCCCN2CCOCC2)c1 | 3 | -11 | -2 | -4 | 3 | 0.4 | -2.0 | -6 | 1 | 0.1

Looked up one by one from the entries so far (five):
SMILES | SUMO1-SIM PPI | Scp1 inh | MsrA act | STEP block | CendR NRP1 mod | TbMetRS inhib | LMPTP inh | DNMT1 inh | E coli Lon inh | MsrA inhibitor
CCOc1cccc(OCCn2cnc3ccccc3c2=O)c1 | -3 | 3 | -10 | -16 | 6 | -1.3 | -1.0 | 0 | -3 | 2.3
CCCNC(=O)C1(C)CCN(C(=O)c2sccc2C)C1 (stereo not drawn) | 2 | / | -2 | 1 | -6 | -0.2 | -2.1 | 3 | 0 | 0.7
CC(C)(C)n1nnnc1C(c1ccccc1F)N(Cc1ccco1)CC1CCCO1 (stereo not drawn) | 3 | 0 | -6 | -2 | -8 | -0.5 | 0.8 | -2 | -3 | -0.2
CCN(CC)S(=O)(=O)c1ccc(F)c(C(=O)NCCCN2CCOCC2)c1 | 3 | -11 | -2 | -4 | 3 | 0.4 | -2.0 | -6 | 1 | 0.1
O=C(c1ccc2c(=O)n(CCc3ccccc3)c(=O)[nH]c2c1)N1CCN(c2ccc(F)cc2)CC1 | 0 | 1 | -3 | 0 | 5 | -0.1 | 0.5 | -6 | -15 | 0.6

New compounds follow.
SMILES | SUMO1-SIM PPI | Scp1 inh | MsrA act | STEP block | CendR NRP1 mod | TbMetRS inhib | LMPTP inh | DNMT1 inh | E coli Lon inh | MsrA inhibitor
CN(C)c1ccc(C=Nc2ccccc2)cc1 | -7 | 2 | -3 | -3 | 7 | -0.2 | -0.9 | -2 | 12 | 2.5
CC(=O)c1ccc(OC2OCCOC2Oc2ccc(C(C)=O)cc2)cc1 (stereo not drawn) | 3 | -6 | -4 | 3 | 4 | -0.2 | 1.2 | -1 | 7 | 1.2
COc1cc(OC)cc(C(=O)N[C@@H](CCSC)c2nc3ccccc3[nH]2)c1 | -1 | -3 | -1 | 2 | 10 | -0.1 | 0.6 | -7 | 3 | -0.1
O=C(CN1C(=O)NC2(CCc3ccccc32)C1=O)NCC(F)(F)F (stereo not drawn) | 1 | -8 | -2 | -4 | 16 | 0.0 | -1.9 | 1 | 0 | 0.3
